RAD52 inh – inhibitors of human RAD52 DNA annealing | P43351 | recombinant RAD52 DNA annealing, FRET fluorescence | inhibition, % at 18.7 µM | 360,000 tested, 0.46% active | AID 651710;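 active = every replicate showing at least 50% inhibition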
esBAF inh – inhibitors of esBAF chromatin remodeling in mouse ES cells. Bmi1-luciferase knock-in reporter, 24 h; 100% = twice the neutral-well signal. reporter increase, % at 12.5 µM. AID 602393. 350,000 tested, 2% active; in the data active = activation above about 40%;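 also: 0% = median of the plate's neutral control wells and 100% = double that signal; a rise in the Bmi1 reporter signal indicates esBAF inhibition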
ERAP1 HTS inh – inhibitors of human ERAP1 aminopeptidase; Q9NZ08; 340,000 tested, 0.15% active; inhibition, % at 10.7 µM; AID 652197; recombinant ERAP1, Leu-AMC fluorescence, 60 min;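 active = mean replicate inhibition of at least 30%, or all replicates individually reaching that 30% level; inactive = mean below 30% and not every replicate reaching it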;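 also: 0% = neutral control wells and 100% = L-leucinethiol positive control wells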
Target sequence (Q9NZ08 whole entry, looked up): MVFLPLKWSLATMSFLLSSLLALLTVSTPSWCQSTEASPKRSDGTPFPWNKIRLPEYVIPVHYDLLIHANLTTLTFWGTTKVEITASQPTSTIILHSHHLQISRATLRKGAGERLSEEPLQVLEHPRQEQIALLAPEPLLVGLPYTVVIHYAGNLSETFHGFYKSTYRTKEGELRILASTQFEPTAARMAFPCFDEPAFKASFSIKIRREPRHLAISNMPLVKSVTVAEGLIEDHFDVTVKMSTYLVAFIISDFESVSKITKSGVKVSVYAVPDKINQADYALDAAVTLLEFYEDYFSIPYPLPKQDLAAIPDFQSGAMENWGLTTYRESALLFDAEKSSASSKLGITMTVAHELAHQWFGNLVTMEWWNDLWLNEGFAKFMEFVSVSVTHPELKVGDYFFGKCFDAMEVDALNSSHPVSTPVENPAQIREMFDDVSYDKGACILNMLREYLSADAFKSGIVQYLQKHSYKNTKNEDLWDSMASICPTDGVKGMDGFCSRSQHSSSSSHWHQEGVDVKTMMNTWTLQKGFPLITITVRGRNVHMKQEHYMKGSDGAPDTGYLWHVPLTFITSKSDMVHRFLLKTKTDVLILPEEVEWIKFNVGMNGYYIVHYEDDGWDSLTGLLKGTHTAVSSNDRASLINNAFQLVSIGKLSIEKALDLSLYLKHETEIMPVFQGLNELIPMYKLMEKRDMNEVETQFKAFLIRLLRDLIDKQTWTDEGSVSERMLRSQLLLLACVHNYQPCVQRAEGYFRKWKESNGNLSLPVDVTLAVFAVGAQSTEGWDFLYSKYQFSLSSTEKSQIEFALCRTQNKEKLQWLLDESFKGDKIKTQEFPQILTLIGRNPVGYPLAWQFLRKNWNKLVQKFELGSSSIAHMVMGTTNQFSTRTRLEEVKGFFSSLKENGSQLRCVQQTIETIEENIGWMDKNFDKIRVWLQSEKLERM
ARNT TACC3 PPI – ARNT/TACC3 interaction disruption. Q9Y6A5. AlphaScreen His-ARNT PAS-B/GST-TACC3 binding, luminescence; TACC3 fragment carries E629A point mutation. inhibition, % at 9.99 µM. 390,000 tested, 0.66% active;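 active = mean inhibition of replicates at least 50% and at least half of replicates each reaching 50%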;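 also: 0% = complete ARNT plus TACC3 wells and 100% = ARNT alone without TACC3; many hits fall short of the cut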
Xi reactivation – X-chromosome reactivation activator | XiGFP mouse fibroblasts, % GFP-positive cells imaging, 3 d; cells co-treated with 5-aza-dC sensitizer; scaled so ellipticine positive control = 100% | activation, % at 7.58 µM | 360,000 tested, 0.055% active | AID 743238;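 active = mean normalized replicate activation at least 10% and every replicate at or above 10%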;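 also: 0% = median of on-plate neutral control wells and 100% = ellipticine 6 µM median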
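System: 68-5-11 XiGFP fibroblast line | Buffer or medium: DMEM containing 5-aza-dC | Compound: Single point | Times: Compounds 3 days, fix/stain 15 min at room temperature | Benchmarks: Positive control ellipticine, 6 µM final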
F508del corr – CFTR F508del correction in bronchial cells. activity (quench increase), % at 7.58 µM. AID 720511. 350,000 tested, 0.36% active. CFBE cells, YFP halide quenching; stimulated with forskolin plus potentiator P3; % fluorescence drop versus neutral controls;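 active = mean added fluorescence quench of at least 8% versus neutral control, with both replicates also reaching 8%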;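 also: cells transiently co-express mutant CFTR-F508del with the halide-sensitive YFP; corrector assay measuring rescue of mutant channel to the surface after 24 h compound exposure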
GSIS activator – primary screen for activators of insulin secretion dependent on glucose, INS-1E cells, GLuc reporter luminescence. INS-1E GLuc reporter insulin secretion, 2-3 h. activation, % at 16.6 µM. 370,000 tested, 0.61% active. AID 743287;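 active = lowest replicate activation of at least 40%, so every replicate reaches that level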;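 also: 0% = median of neutral control wells and 100% = median of IBMX positive control wells; some compounds called inactive have numbers as strong as hits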
RAD54 inh – RAD54 (human) branch migration inhibition; Q92698; RAD54 Holliday junction branch migration, FAM/BHQ fluorescence; inhibition, % at 10.4 µM; 360,000 tested, 0.14% active; AID 602329;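 active = mean normalized replicate activity at least 40 and at least half of replicates scoring 40 or more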;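 also: 0% = median of neutral control wells and 100% = median of positive control wells; inhibitors cause a drop in the FAM fluorescence signal; in these data hits start at about 50%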
Numbers without * were called inactive; . = not tested or not shown.

SMILES	RAD52 inh	esBAF inh	ERAP1 HTS inh	ARNT TACC3 PPI	Xi reactivation	F508del corr	GSIS activator	RAD54 inh
COC(=O)/C(=C/c1ccco1)NC(=O)c1ccco1	-17	.	-3	-13	-0.1	.	12	.
O=C(NCC1CCCO1)c1ccc2c(c1)ncn2-c1cccc(F)c1 (stereo unspecified)	-4	-1	-2	0	0.1	1.9	12	0
CS(=O)(=O)N(Cc1ccccc1Cl)c1ccc(C(=O)NCc2cccnc2)cc1	-5	.	8	-1	0.1	.	-15	2
COc1ccc(NC(=O)Nc2ccc3c(c2)CC(=O)N([C@H](C)CO)C[C@H](C)[C@@H](CN(C)Cc2ccc(-c4ccccc4)cc2)O3)cc1	49	0	-1	11	0.9	-0.9	-3	-4
CC(=O)N(C)C[C@@H]1Oc2ncc(C#Cc3ccncc3)cc2C(=O)N([C@H](C)CO)C[C@@H]1C	2	-3	5	-3	0.3	-2.6	12	2
O=C(NC(Cc1c[nH]c2ccccc12)C(=O)O)/C(=C/c1ccc(F)cc1)NC(=O)c1ccccc1 (stereo unspecified)	-29	-2	-1	13	-0.3	2.7	5	-6
O=C(NCC[C@@H]1CC[C@@H](NS(=O)(=O)c2ccc(F)cc2)[C@H](CO)O1)c1ccc2c(c1)OCO2	-5	-3	-6	-7	0.6	-1.6	0	3
O=C(O)CC1(CC(=O)Nc2ccc3sccc3c2)CCCCC1	-6	.	2	.	0.0	0.8	12	0
COc1cc(/C=C/C(=O)O)cc(S(=O)(=O)NCc2ccco2)c1OC	-8	.	9	-2	0.0	-2.0	25	.
CC(=O)Nc1c2c(nn1-c1ccc(C)cc1)CS(=O)(=O)C2	-18	-11	3	-2	0.3	1.2	5	1
COc1ccc(CCNC(=O)c2c([S-])n(-c3ccc(C)cc3)c3cccc[n+]23)cc1	-11	.	2	-4	5.8	-5.2	35	11
C[C@@H]1CN([C@H](C)CO)C(=O)c2cc(NC(=O)C3CC3)ccc2O[C@@H]1CN(C)S(=O)(=O)c1cccs1	-2	-3	0	-7	0.2	-0.9	5	2
COc1cccc(CNC(=O)CC2C(=O)NCCN2CCCc2ccccc2)c1 (stereo unspecified)	-17	-42	2	1	0.1	-1.5	-7	-3
COc1ccc(N(C)C(=O)CCS(=O)(=O)c2cccc3nsnc23)cc1	-5	-2	-1	4	0.1	-0.3	14	8
COc1ccc(CC(=O)N/N=C(\C)CC(=O)Nc2ccc(N(C)C)cc2)cc1	-3	-1	1	6	0.0	-5.8	1	-4
COc1ccc(C(=O)N/C(=C\c2cn(S(=O)(=O)N(C)C)c3ccccc23)C(=O)N2CCN(C)CC2)cc1OC	-15	-1	7	.	0.1	-3.5	-3	1
C#CCOCCOCCOCCNc1nc(N2CCN(C(=O)Cn3cc(CCCCN)nn3)CC2)nc(N2CCN(C(=O)[C@H](Cc3ccc(O)cc3)n3cc(CCO)nn3)CC2)n1	12	4	1	-8	-0.2	1.5	-5	-13
CCC(=O)N1C[C@H](C)[C@H](OC)CN(C)C(=O)c2ccc(NC(=O)C3CCCCC3)cc2OC[C@H]1C	2	-2	0	2	0.0	.	5	-3
C[C@H]1CN([C@@H](C)CO)C(=O)c2cc(NC(=O)Cn3cnnn3)ccc2O[C@@H]1CN(C)S(=O)(=O)c1cccs1	-9	-2	-2	-7	-1.4	-3.0	14	4
CCOC(=O)CC[C@H](NC(=O)Cn1cnc(C(=O)Nc2ccc(C)c(C)c2)n1)C(=O)OCC	-2	6	0	-5	0.1	-0.8	-6	7
C[C@H]1CN([C@@H](C)CO)C(=O)c2cc(NC(=O)CCCN(C)C)ccc2O[C@H]1CN(C)Cc1ccccc1	4	-2	1	-10	0.0	-0.7	5	5
Cc1cccc(Cn2ccc(NC(=O)c3ccc4c(c3)OCO4)n2)c1	6	.	0	4	0.0	-0.6	25	.
COc1ccc([N+](=O)[O-])cc1NC(=O)CSCc1cc(C)cc(C)c1	-13	.	-1	.	0.1	3.1	3	.
Cc1ccc(CNC(=O)COc2ccc(S(=O)(=O)N3CCOCC3)cc2)cc1	-6	.	3	-6	0.4	-1.6	14	.
Cc1ccc2nc(-c3cccnc3SCC(=O)N3c4ccccc4CC3C)[nH]c2c1 (stereo unspecified)	-18	.	8	-3	.	0.6	2	.
COc1ccc(CN2CCN(C(=O)Cn3c(=O)oc4cc(Cl)ccc43)CC2)c(OC)c1OC	-8	4	5	-6	0.2	2.4	-3	10
O=C(C[C@H]1CC[C@@H]2[C@H](COC[C@@H](O)CN2S(=O)(=O)c2ccccc2)O1)Nc1ccccc1	-2	-1	-3	3	0.1	-1.6	-7	8
O=c1c(Cl)c(N2CCOCC2)cnn1-c1ncc(C(F)(F)F)cc1Cl	-8	.	-1	.	0.1	2.7	13	.
C[n+]1cc(-c2ccccc2)oc1-c1ccccc1	-5	52*	0	-8	0.3	-1.0	0	-21
COc1ccc(NC(=O)Nc2ccc3c(c2)C(=O)N([C@H](C)CO)C[C@H](C)[C@@H](CN(C)CC2CCCCC2)OCCCC[C@H](C)O3)cc1	20	-1	1	4	0.0	0.0	15	12
O=C1c2cccc3cccc(c23)C(=O)N1CC1CCCO1 (stereo unspecified)	-3	4	2	3	0.1	-0.4	21	14
CCN(CC)C(=O)C1CCCN(Cc2ccc3c(c2)OCO3)C1 (stereo unspecified)	.	-1	.	-9	.	.	2	10
CCc1nnc(NC(=O)CCN2C(=O)c3ccccc3S2(=O)=O)s1	.	3	.	0	.	.	-1	-6
CC1(C)C[C@H](O)[C@]2(CO)[C@H](O)C[C@]3(C)C(=CCC4[C@@]5(C)CC[C@H](O)C(C)(C)C5CC[C@]43C)[C@@H]2C1 (stereo partly specified)	-2	-2	-2	-4	0.0	0.7	13	6
CCc1ccccc1N(CC)C(=O)C1CCN(c2ncnc3c2nc2n3CCCCC2)CC1	0	7	1	-1	1.0	-1.7	-32	-5
CCc1ccc(C(=O)N/N=C/c2ccncc2)s1	-6	11	-5	-7	-0.1	1.3	51	2
CCCCN1C(=O)C(=O)N(CC(=O)Nc2ccccc2C(=O)OCC)C1=O	-24	.	3	0	0.2	1.7	-4	0
CCCCNC(=O)NC1CCCC1	2	.	-2	-4	0.1	-1.0	4	.
COc1ccc2ccc(C(C)(C(C)=O)C(=O)OC(C)C)cc2c1 (stereo unspecified)	-7	4	5	-9	-0.2	-1.6	-15	5
COc1ccc2c3c([nH]c2c1)[C@H](CO)N(C(=O)c1ccccc1)CC31CN(C(=O)CC2CC2)C1	-5	.	-3	.	-0.1	-2.3	-11	.
CC1(C)Cc2c(sc(NC(=O)C(=O)NCC3CCCO3)c2C(=O)O)CO1 (stereo unspecified)	-8	-8	0	9	0.0	1.6	-8	-5
CCCN1Cc2cccc(C(=O)N3CCN(c4ccc(OC)cc4)CC3)c2C1=O	-5	.	7	9	0.1	.	6	.
COc1ccc(C(=O)OCC(=O)NC2CCCCCCC2)cc1OC	-10	-2	2	0	0.0	4.4	43	-9
COc1ccc2c(c1)C(C)=CC(C)(C)N2S(=O)(=O)c1ccc(C)cc1	-15	-16	0	4	0.2	-4.8	-5	.
N#Cc1ccc(-c2ccc([C@@H]3[C@H](CO)N4C(=O)CN(C(=O)C5CCC5)C[C@@H]34)cc2)cc1	10	.	1	.	0.1	0.5	-1	.
CCOC(=O)NC(=O)CSc1cc(C)c2cc(C)cc(C)c2n1	-18	.	-3	0	0.0	-0.7	3	.
COCCCNc1nc2c(-c3ccc(Cl)cc3)nnn2c2ccccc12	-4	-4	5	-4	-0.1	-2.5	0	-3
CC(C)N(Cc1ccccc1)C(=O)CN1C(=O)COc2ccc(S(=O)(=O)N3CCCCCC3)cc21	-19	10	0	-5	0.1	1.2	0	-4
COc1ccc(S(=O)(=O)N2CCN(C(=S)NC3CCCCC3)CC2)cc1	1	.	-1	-2	0.0	-0.9	-7	.
CN(C)C(=O)[C@@H]1[C@@H](CO)[C@@H]2Cn3c(ccc(-c4ccncc4)c3=O)[C@@H]2N1Cc1ccccc1F	2	2	-1	3	0.0	-0.8	1	1
Cc1cc(C)c2[nH]c(O)c(N=NC3=NC(=O)CS3)c2c1	-7	-2	.	0	.	-0.2	31	.
CC(C(=O)C12CC3CC(CC(C3)C1)C2)N1CCOCC1 (stereo unspecified)	-11	-1	-4	-9	0.0	-5.9	-1	-12
O=C1OCC(CO)(CO)N=C1NNc1ccccc1[N+](=O)[O-]	-9	11	0	8	-0.1	2.2	22	3

Molecules above containing a halogen, in the order listed:
SMILES	RAD52 inh	esBAF inh	ERAP1 HTS inh	ARNT TACC3 PPI	Xi reactivation	F508del corr	GSIS activator	RAD54 inh
O=C(NCC1CCCO1)c1ccc2c(c1)ncn2-c1cccc(F)c1 (stereo unspecified)	-4	-1	-2	0	0.1	1.9	12	0
CS(=O)(=O)N(Cc1ccccc1Cl)c1ccc(C(=O)NCc2cccnc2)cc1	-5	.	8	-1	0.1	.	-15	2
O=C(NC(Cc1c[nH]c2ccccc12)C(=O)O)/C(=C/c1ccc(F)cc1)NC(=O)c1ccccc1 (stereo unspecified)	-29	-2	-1	13	-0.3	2.7	5	-6
O=C(NCC[C@@H]1CC[C@@H](NS(=O)(=O)c2ccc(F)cc2)[C@H](CO)O1)c1ccc2c(c1)OCO2	-5	-3	-6	-7	0.6	-1.6	0	3
COc1ccc(CN2CCN(C(=O)Cn3c(=O)oc4cc(Cl)ccc43)CC2)c(OC)c1OC	-8	4	5	-6	0.2	2.4	-3	10
O=c1c(Cl)c(N2CCOCC2)cnn1-c1ncc(C(F)(F)F)cc1Cl	-8	.	-1	.	0.1	2.7	13	.
COCCCNc1nc2c(-c3ccc(Cl)cc3)nnn2c2ccccc12	-4	-4	5	-4	-0.1	-2.5	0	-3
CN(C)C(=O)[C@@H]1[C@@H](CO)[C@@H]2Cn3c(ccc(-c4ccncc4)c3=O)[C@@H]2N1Cc1ccccc1F	2	2	-1	3	0.0	-0.8	1	1

Sorted by molecular weight (falling): some entries from above.
SMILES	RAD52 inh	esBAF inh	ERAP1 HTS inh	ARNT TACC3 PPI	Xi reactivation	F508del corr	GSIS activator	RAD54 inh
COc1ccc(S(=O)(=O)N2CCN(C(=S)NC3CCCCC3)CC2)cc1	1	.	-1	-2	0.0	-0.9	-7	.
COc1ccc2c(c1)C(C)=CC(C)(C)N2S(=O)(=O)c1ccc(C)cc1	-15	-16	0	4	0.2	-4.8	-5	.
CC(C(=O)C12CC3CC(CC(C3)C1)C2)N1CCOCC1 (stereo unspecified)	-11	-1	-4	-9	0.0	-5.9	-1	-12

Compound activity as filed in PubChem BioAssay.
